# Bim-Mcl-1: disrupts Bim peptide binding to human Mcl-1; Bead-based flow cytometry, Bim peptide-Mcl-1 binding; inhibition, % at 10 µM; 0.1% of 190,000 active; AID 1009;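 also: 0% = no compound tracer wells and 100% = peptide blocker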
# Target sequence (Q07820 whole entry, looked up): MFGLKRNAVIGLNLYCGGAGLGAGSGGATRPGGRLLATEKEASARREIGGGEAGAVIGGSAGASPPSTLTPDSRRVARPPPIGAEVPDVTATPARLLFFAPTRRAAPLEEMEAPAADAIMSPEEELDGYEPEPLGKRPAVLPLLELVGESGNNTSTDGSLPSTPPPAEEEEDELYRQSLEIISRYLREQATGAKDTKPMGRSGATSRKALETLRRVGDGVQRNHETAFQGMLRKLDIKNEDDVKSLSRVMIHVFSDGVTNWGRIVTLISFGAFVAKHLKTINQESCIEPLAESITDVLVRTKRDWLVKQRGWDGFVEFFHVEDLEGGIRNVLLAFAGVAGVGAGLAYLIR
# RGS8-Gao: human RGS8-Galphao interaction regulation | P09471 | multiplexed bead flow cytometry, RGS8-Galphao binding; actives lie on both sides | response (percent of control binding), % at 10 µM | 0.34% of 220,000 active; in the data active = response below about 60% or above about 140%; inactive = in between;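 also: Galphao activated as the GDP aluminium fluoride complex binding bead-coupled RGS8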
# Target sequence (P09471 whole entry, looked up): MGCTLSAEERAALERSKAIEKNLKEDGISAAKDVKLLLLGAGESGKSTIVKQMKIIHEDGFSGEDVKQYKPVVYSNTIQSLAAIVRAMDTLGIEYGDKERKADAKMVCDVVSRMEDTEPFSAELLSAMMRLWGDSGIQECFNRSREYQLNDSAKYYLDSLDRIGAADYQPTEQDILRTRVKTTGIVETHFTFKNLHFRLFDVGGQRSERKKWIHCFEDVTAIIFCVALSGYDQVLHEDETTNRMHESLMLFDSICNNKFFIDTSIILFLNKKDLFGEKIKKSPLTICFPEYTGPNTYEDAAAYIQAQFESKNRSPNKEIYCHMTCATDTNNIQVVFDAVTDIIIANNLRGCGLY
# Bim-Bcl-W: human Bim-Bcl-W interaction inhibition | Q92843 | bead-based flow cytometry, Bim peptide-Bcl-W binding | inhibition, % at 10 µM | 0.02% of 190,000 active | AID 952;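 also: 0% = bound tracer without compound and 100% = peptide blocker; higher means less fluorescent Bim peptide bound to Bcl-W beads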
# RGS7-Gao reg: human RGS7-Galphao interaction regulation; Multiplexed bead flow cytometry, RGS7-Galphao binding; actives lie on both sides; 0.35% of 220,000 active; binding response (% of control), % at 10 µM; P09471; AID 1439; in the data active = binding response below about 49% or above about 150%; inconclusive = no clear call, values can overlap the other calls; inactive = in between;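 also: fluorescent Galphao held in activated GDP-AlF4 state binding bead-coupled RGS7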
# Bim-Bfl-1: disrupts Bim binding to human Bfl-1; Q16548; Bead-based flow cytometry, Bim-Bfl-1 binding inhibition; inhibition, % at 10 µM; 0.12% of 190,000 active; AID 1008;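 also: 0% = wells without compound plus tracer and 100% = blocker peptide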
# Bcl-2 Bim block: disrupts Bim peptide binding to human Bcl-2; 0.06% of 190,000 active; Bead-based flow cytometry, Bim peptide-Bcl-2 binding; P10415; inhibition, % at 10 µM; in the data active = inhibition above about 40%; inconclusive = no clear call, values can overlap the other calls;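 also: 0% = no compound wells with probe peptide and 100% = reference peptide inhibitor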
# Target sequence (P10415 whole entry, looked up): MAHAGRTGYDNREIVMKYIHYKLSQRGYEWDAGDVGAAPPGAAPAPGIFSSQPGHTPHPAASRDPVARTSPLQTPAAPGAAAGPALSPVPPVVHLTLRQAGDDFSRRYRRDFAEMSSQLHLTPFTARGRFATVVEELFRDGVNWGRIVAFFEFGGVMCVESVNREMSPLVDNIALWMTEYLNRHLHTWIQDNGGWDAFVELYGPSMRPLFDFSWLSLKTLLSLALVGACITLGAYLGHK
# ABCB1 inh: human ABCB1 inhibition, ABCG2 as counter-screen. inhibition, % at 6.6 µM. CCRF-Adr cells, JC-1 efflux, flow cytometry. 0.067% of 190,000 active; in the data active = inhibition above about 40%;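 also: 0% = vehicle and 100% = reference inhibitor; higher value means more JC-1 retained so stronger ABCB1 efflux block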
# Bcl-B Bim block: disrupts Bim peptide binding to human Bcl-B. bead-based flow cytometry. inhibition, % at 10 µM. 0.073% of 190,000 active. Q9HD36;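 also: 0% = tracer peptide without compound and 100% = reference inhibitor peptide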
# RGS4-Gao reg: modulates binding of RGS4 to human Galphao; P09471; Multiplexed bead flow cytometry; actives lie on both sides; binding response (% of control), % at 10 µM; 0.33% of 220,000 active; AID 1415; in the data active = binding response below about 49% or above about 150%; inactive = in between;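 also: fluorescent Galphao activated with aluminum fluoride binding bead-coupled RGS4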
# Bcl-XL Bim block: disrupts Bim peptide binding to human Bcl-XL. Q07817. bead flow cytometry, fluorescence. inhibition, % at 10 µM. 0.04% of 190,000 active
# ABCG2 inh: inhibitors of human ABCG2 transporter, ABCB1 counter-screen | inhibition, % at 6.6 µM | 0.1% of 190,000 active | IgMXP3 cells, JC-1 efflux, flow cytometry | Q9UNQ0 | AID 1325;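 active = inhibition above 80%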;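 also: 0% = DMSO and 100% = nicardipine control wells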
#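 Times: 10 min at 25 °C | Test system: Two drug-resistant human cell lines, ABCG2 and ABCB1 | Quantity: 3 million cells/mL final, two lines in 1:1 ratio | Signal: Flow cytometry, 530 nm JC-1 signal | Dosing: Compound at 6.6 µM | Controls: Nicardipine and DMSO wells | Reagent: JC-1 as fluorescent efflux pump substrate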
# Starred values were filed as active, the others as inactive; ? = inconclusive; . = no result given. Rule as the data show it, unless noted: active = inhibition above about 40%.
entry	molecule	Bim-Mcl-1	RGS8-Gao	Bim-Bcl-W	RGS7-Gao reg	Bim-Bfl-1	Bcl-2 Bim block	ABCB1 inh	Bcl-B Bim block	RGS4-Gao reg	Bcl-XL Bim block	ABCG2 inh
1	O=C(O)CCSc1nc2ccccc2s1	-3	87	-1	85	-9	-7	0.0	-6	88	-4	1
2	O=C(CN1C(=O)c2ccccc2C1=O)NCC(=O)OCC(=O)c1ccc(Br)cc1	-2	102	-1	102	-13	-11	0.9	-9	102	0	4
3	O=C(COC(=O)c1cccc(S(=O)(=O)N2CCN(c3ccc(F)cc3)CC2)c1)NCC1CCCO1 (stereo not drawn)	0	92	-1	108	-7	0	0.4	-2	96	-1	2
4	CCc1cc2cc(C(=O)Nc3ccc(F)cc3)sc2s1	-2	101	-1	101	-2	2	0.0	-4	101	-2	1
5	O=C1CCC/C(=N/NC(=O)C2CCN(S(=O)(=O)c3cccs3)CC2)C1	-2	99	-2	100	0	-4	-0.4	-1	100	-4	-3
6	Fc1ccc(-c2nnc3n2CCCCC3)cc1	2	112	-2	?	-4	-2	0.8	-1	101	-2	1
7	O=C(O)C1CCCN1S(=O)(=O)c1ccccc1 (stereo not drawn)	17	94	8	91	7	9	0.0	13	87	4	-1
8	COc1cccc(/C=N/NC(=O)c2cc3c(OC)c(OC)ccc3[nH]2)c1OC	-2	104	-2	99	-11	-6	3.2	-9	101	-7	7
9	Cc1cc(C)n(-c2ccc(C(=O)NCc3ccc(F)cc3)cc2)n1	-2	104	-1	?	-6	-7	0.2	-7	104	-7	3
10	CCCOP(=O)(c1ccc(N(C)C)cc1)C(O)c1cccnc1 (stereo not drawn)	-2	100	-1	99	-3	0	0.1	-1	102	-2	0
11	N/C(Cc1ccc(Cl)cc1)=N\OC(=O)Cc1ccc([N+](=O)[O-])cc1	-1	104	-3	101	-9	-9	-0.1	-6	104	-5	0
12	O=C(O)CCNS(=O)(=O)c1ccccc1	-1	102	-1	97	-1	-3	0.4	-2	97	0	1
13	CNC(=O)CSc1nc(-c2ccccc2)c(-c2ccccc2)o1	0	100	2	98	-1	1	-0.2	-3	99	-1	2
14	COc1cccc(/C=N/NC(=O)C(C)Sc2ccccc2)c1 (stereo not drawn)	0	102	-2	97	-10	-2	0.2	-8	99	-7	2
15	COC(=O)C1=C(C)Nc2nnnn2C1c1cc(OC)ccc1OC (stereo not drawn)	3	91	3	81	0	4	0.2	3	75	1	1
16	Cc1ccc(NC(=O)COC(=O)c2cc(Cl)ccc2[N+](=O)[O-])cc1	-4	99	-6	102	-2	-5	0.2	-8	102	-6	5
17	O=C(O)c1ccccc1C(=O)c1ccc(Oc2ccccc2)cc1	-1	112	-2	100	-1	-2	0.7	-2	105	-5	6
18	CCS(=O)(=O)N1Cc2ccccc2CC1C(=O)N1CCN(c2ccccc2)CC1 (stereo not drawn)	-5	102	-3	101	-1	-5	-0.1	-2	105	-3	0
19	Cc1nc2sc3c(O)cc(=O)[nH]c3c2c(C)c1C	0	98	1	100	-12	-5	-0.2	-6	96	-2	0
20	CC(C)OCCCn1c(=S)[nH]c2ncccc2c1=O	-4	93	-6	92	-2	-3	0.8	-5	92	-5	3
21	O=C(Nc1nnc(SCc2ccc(Cl)cc2)s1)c1cnccn1	-6	106	-4	104	-1	-2	1.2	-5	102	-6	3
22	CCOC(=O)NC(NC(=O)OCC)C(=O)c1ccc(F)cc1	0	98	1	98	-1	-2	0.4	-2	102	-3	1
23	Cc1ccc(S(=O)(=O)N2CCN(C(=O)CCC(=O)NCc3ccc(F)cc3)CC2)cc1	0	102	1	101	0	4	0.5	0	104	0	3
24	Cc1csc2nc(CSc3nncn3-c3ccccc3)c(Br)n12	4	104	-3	103	-5	-2	1.2	-1	101	-2	3
25	COCCCNC(=S)NC(=O)c1ccccc1	-4	99	-4	98	-1	0	-0.9	-3	100	-4	-5
26	CCC1CCc2c(sc(NC(=O)CSc3nc(-c4ccco4)cc(C(F)(F)F)n3)c2C#N)C1 (stereo not drawn)	-3	99	1	96	-9	-13	-0.3	-13	98	-4	0
27	CCOc1cc(S(=O)(=O)NCc2ccccn2)c(C)cc1C	0	99	0	99	-3	-3	-2.1	-5	99	5	-3
28	COc1ccc(NC(=O)N2c3ccccc3C(C)=CC2(C)C)cc1	0	101	1	?	-4	-4	-0.3	-3	101	0	-2
29	CCCCNC(=O)C1CCN(c2nc(OC)nc(OC)n2)CC1	0	.	-2	.	0	5	-0.7	-3	.	-3	-1
30	COc1cc(C(=O)NCCCNc2nc3cc(C)cc(C)c3cc2C#N)cc(OC)c1OC	0	100	0	100	0	0	1.1	-3	102	0	2
31	NS(=O)(=O)c1ccc(CNC(=O)c2scc3c2CCCC3)cc1	-5	100	0	98	-3	-7	-1.2	-3	98	-5	-3
32	O=C(COC(=O)c1cccc(Cl)c1)Nc1cc(Cl)ccc1Oc1ccccc1	-4	100	-1	103	-3	-5	2.3	-7	102	-7	0
33	C[C@@H](NC(=O)c1nc[nH]c1C(=O)N[C@@H](CCCCNC(=O)OC(C)(C)C)C(=O)OC(C)(C)C)c1ccccc1	2	103	0	104	3	1	3.3	4	101	0	9
34	Cc1ccc(/C=N/N2CCN(Cc3ccccc3)CC2)s1	0	99	0	103	-10	-8	0.5	-8	97	-3	5
35	CCOC(=O)C1=C(C)Nc2nnnn2C1c1ccc(OC)c(Br)c1 (stereo not drawn)	1	104	1	103	-7	-9	-2.4	-4	101	0	-3
36	COc1ccc(-c2oc(NC(=O)CCl)c(C#N)c2-c2ccc(OC)cc2)cc1	-4	92	0	109	-3	-5	-0.2	-6	107	-11	0
37	N#CC(c1ccc(O)cc1)N1CCOCC1 (stereo not drawn)	0	97	-3	101	-9	-9	0.4	-2	102	-3	1
38	O=C(CSc1nnnn1C1CCCCC1)NCc1ccccc1	-2	102	5	99	-8	-6	0.6	-4	100	5	2
39	Nc1nc(SCCO)[nH]c(=O)c1NC(=O)c1ccccc1F	-2	104	0	?	-3	-3	-0.4	-4	105	-3	-1
40	CCCCN(CCCNC(=O)C1CCN(S(=O)(=O)N2CCOCC2)CC1)Cc1ccccc1	-3	99	-4	103	-14	-6	2.1	-6	101	-6	13

# A draw from above in order of length of the SMILES, descending:
entry	molecule	Bim-Mcl-1	RGS8-Gao	Bim-Bcl-W	RGS7-Gao reg	Bim-Bfl-1	Bcl-2 Bim block	ABCB1 inh	Bcl-B Bim block	RGS4-Gao reg	Bcl-XL Bim block	ABCG2 inh
33	C[C@@H](NC(=O)c1nc[nH]c1C(=O)N[C@@H](CCCCNC(=O)OC(C)(C)C)C(=O)OC(C)(C)C)c1ccccc1	2	103	0	104	3	1	3.3	4	101	0	9
26	CCC1CCc2c(sc(NC(=O)CSc3nc(-c4ccco4)cc(C(F)(F)F)n3)c2C#N)C1 (stereo not drawn)	-3	99	1	96	-9	-13	-0.3	-13	98	-4	0
23	Cc1ccc(S(=O)(=O)N2CCN(C(=O)CCC(=O)NCc3ccc(F)cc3)CC2)cc1	0	102	1	101	0	4	0.5	0	104	0	3
40	CCCCN(CCCNC(=O)C1CCN(S(=O)(=O)N2CCOCC2)CC1)Cc1ccccc1	-3	99	-4	103	-14	-6	2.1	-6	101	-6	13
30	COc1cc(C(=O)NCCCNc2nc3cc(C)cc(C)c3cc2C#N)cc(OC)c1OC	0	100	0	100	0	0	1.1	-3	102	0	2
32	O=C(COC(=O)c1cccc(Cl)c1)Nc1cc(Cl)ccc1Oc1ccccc1	-4	100	-1	103	-3	-5	2.3	-7	102	-7	0
35	CCOC(=O)C1=C(C)Nc2nnnn2C1c1ccc(OC)c(Br)c1 (stereo not drawn)	1	104	1	103	-7	-9	-2.4	-4	101	0	-3
28	COc1ccc(NC(=O)N2c3ccccc3C(C)=CC2(C)C)cc1	0	101	1	?	-4	-4	-0.3	-3	101	0	-2
24	Cc1csc2nc(CSc3nncn3-c3ccccc3)c(Br)n12	4	104	-3	103	-5	-2	1.2	-1	101	-2	3
27	CCOc1cc(S(=O)(=O)NCc2ccccn2)c(C)cc1C	0	99	0	99	-3	-3	-2.1	-5	99	5	-3
34	Cc1ccc(/C=N/N2CCN(Cc3ccccc3)CC2)s1	0	99	0	103	-10	-8	0.5	-8	97	-3	5
38	O=C(CSc1nnnn1C1CCCCC1)NCc1ccccc1	-2	102	5	99	-8	-6	0.6	-4	100	5	2
25	COCCCNC(=S)NC(=O)c1ccccc1	-4	99	-4	98	-1	0	-0.9	-3	100	-4	-5

# Following part
entry	molecule	Bim-Mcl-1	RGS8-Gao	Bim-Bcl-W	RGS7-Gao reg	Bim-Bfl-1	Bcl-2 Bim block	ABCB1 inh	Bcl-B Bim block	RGS4-Gao reg	Bcl-XL Bim block	ABCG2 inh
41	C=C(C)c1cccc(C(C)(C)NC(=O)N2CCOCC2)c1	-1	100	3	95	-15	-12	0.0	-10	97	-3	0
42	Cc1ccc(N2C(=O)C3CCC(C)(C2=O)C3(C)C)cc1C (stereo not drawn)	1	94	0	100	0	-2	0.7	0	103	0	5
43	Cc1ccc(/C=C(\NC(=O)c2ccccc2)C(=O)NCC2CCCO2)o1 (stereo not drawn)	-1	101	0	?	-7	-4	-0.1	-2	97	-2	12
44	C#CCSc1ncc(S(=O)(=O)c2ccccc2)c(=O)[nH]1	-2	101	0	94	-8	-2	0.5	-5	99	-2	1
45	Cc1ccccc1C(=O)O/N=C1\CCS(=O)(=O)c2sccc21	-2	101	1	107	-11	-9	-0.1	-7	102	-3	0
46	COc1ccc(Cc2nnc(NC(=O)C(C)(C)C)s2)cc1	-3	110	-2	112	-9	-4	0.5	-9	110	-4	2
47	COC(=O)C1CCN(C(=O)NC2CCCCC2)CC1	0	103	-1	103	-10	-10	0.7	-6	102	2	5
48	CCCCCc1ccc(OCCCC[n+]2ccccc2)c(CCCCC)c1	2	99	3	101	0	0	0.5	-3	102	-1	10
49	CN(C)/C=N/C(=S)Nc1ccc(Cl)c(Cl)c1	-5	100	-6	100	1	-1	-1.8	1	99	-6	-6
50	CCCCC(=O)Nc1cccc(NC(=S)NC(C)=O)c1	-3	99	-6	97	-9	-8	-0.5	-8	96	-7	8
51	COc1ccc(C(C(=O)NC2CCCCC2)N(C(=O)c2sc(C)nc2C)c2ccccc2)cc1 (stereo not drawn)	-5	91	-2	96	0	-3	3.2	-5	92	-5	14
52	CCOc1ccc(-c2nc(C#N)c(N3CCCCCC3)o2)cc1	-1	98	3	107	-8	-6	0.7	-1	99	-5	5
53	Cc1nn(Cc2cccc(Oc3ccccc3)c2)c(C)c1NC(=O)NC12CC3CC(CC(C3)C1)C2	0	103	-1	99	0	0	-1.3	-2	105	-1	-12
54	Cc1cc(C)cc(NC(=O)C2CCCN2C(=O)Oc2ccccc2)c1 (stereo not drawn)	-2	97	-3	96	0	0	0.4	-2	94	0	1

# Bioassay records deposited in PubChem BioAssay by NMMLSC.
